Compound activity: PubChem BioAssay, Johns Hopkins Ion Channel Center
Kir21 inh – Kir2.1 (mouse) channel inhibition. P35561. HEK293-Kir2.1, FluxOR thallium flux fluorescence; stronger effect = lower value. B-score at 10 µM. 310,000 compounds, 0.85% hits;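 active means fluorescence ratio B-score at or below minus 3 SD of library scores, with starting-brightness B-score within 2 SD, cut at about -4.2 in these data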;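 further: channel flux triggered by added potassium and thallium sulfate stimulus; B-score of peak minus minimum fluorescence over baseline after thallium stimulus; more negative B-score means stronger Kir2.1 block with less thallium influx; some compounds called inactive have numbers as strong as hits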
Target sequence (P35561 whole entry, looked up): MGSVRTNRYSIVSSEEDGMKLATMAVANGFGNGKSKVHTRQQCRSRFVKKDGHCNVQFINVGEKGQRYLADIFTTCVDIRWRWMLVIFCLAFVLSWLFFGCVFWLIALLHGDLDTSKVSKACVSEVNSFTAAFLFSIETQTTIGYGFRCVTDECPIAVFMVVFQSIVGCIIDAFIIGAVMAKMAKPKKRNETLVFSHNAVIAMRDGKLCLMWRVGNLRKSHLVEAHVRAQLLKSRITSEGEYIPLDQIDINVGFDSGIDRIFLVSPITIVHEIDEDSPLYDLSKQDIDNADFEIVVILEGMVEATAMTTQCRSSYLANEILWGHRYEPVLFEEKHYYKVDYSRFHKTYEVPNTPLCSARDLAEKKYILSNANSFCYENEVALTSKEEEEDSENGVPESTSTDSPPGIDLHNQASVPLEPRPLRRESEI
KCNQ2 inh – KCNQ2 potassium channel inhibitors, primary screen, cell-based, CHO-K1, FluxOR thallium flux, B-score (AID 2156). B-score at 10 µM. 20 min; stronger effect = lower value. O88943. 310,000 compounds, 1.1% hits;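 active means fluorescence ratio B-score at most minus 3 library SDs, with starting brightness B-score within 2 library SDs, cut at about -5.5 in these data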
* = called active by the depositor; i = inactive. Rows are unselected; about 1.8% have a hit in one of these screens.

smiles,Kir21 inh,KCNQ2 inh
Cc1ccc(N2CCN(C(=O)c3cccs3)CC2)c(C)c1,0.94,i
CC1=C(C(=O)OCc2ccccc2)C(c2ccc3c(c2)OCO3)NC(=O)N1CCCC(=O)O (stereo not given),0,i
C/C(=N\OCC(=O)Nc1c(C)cc(C)cc1C)c1ccc2c(c1)OCCO2,2.34,i
CCN(CC)CCCNC(=O)CCC(=O)Nc1ccc2nc(N3CCCCC3)cc(C)c2c1,-0.4,i
Cc1ccc(C23CC4CC(CC(C(=O)NC(C)C(N)=O)(C4)C2)C3)cc1 (stereo not given),1.12,i
COc1cccc(-c2nc(CS(=O)(=O)CC(=O)NCCCN3CCOCC3)c(C)o2)c1,-0.22,i
c1ccc(CSC2=NNC(c3ccccn3)S2)cc1 (stereo not given),0.89,i
C[C@H]1C(=O)N(C)CCN1Cc1cn(C)nc1-c1ccc(Oc2ccccc2)cc1,0.02,i
CC(C)C(=O)NC(=S)Nc1nnn(C)n1,-0.47,i
CN(C)S(=O)(=O)c1ccc(NC(=S)NC(=O)c2cccs2)cc1,-0.03,i
O=C(COc1ccc(Cl)cc1)NCCNC(=O)c1cnccn1,-0.84,i
CCOc1ccc(S(=O)(=O)Nc2ccc3c(c2)OCO3)cc1,0.58,i
Brc1ccccc1-c1nnc(CSc2nnc3sc4ccccc4n23)o1,-2.69,i
O=C(NCC(c1ccco1)N1CCN(c2ccccc2F)CC1)c1ccc2c(c1)OCO2 (stereo not given),1.33,i
Cc1ccc(NC(=O)COc2ncnc3ccccc23)cc1S(=O)(=O)N1CCOCC1,1.01,i
CC(C)(C)c1ccccc1NC(=O)N1CCNC(=O)C1CC(=O)Nc1ccc(F)cc1 (stereo not given),-0.03,i
C=CCNc1oc(-c2cccs2)nc1C#N,0.05,i
Cn1ccnc1C(=O)c1ccc(N)cc1,2.03,i
COCC(=O)c1[nH]c2ccccc2c1C,0.05,i
CC1CC(Nc2ccccc2)=CC(=O)O1 (stereo not given),-0.04,i

Full records, quoted from the list.
Cn1ccnc1C(=O)c1ccc(N)cc1 in the list: Kir21 inh = 2.03; KCNQ2 inh = i
Cc1ccc(NC(=O)COc2ncnc3ccccc23)cc1S(=O)(=O)N1CCOCC1 in the list: Kir21 inh = 1.01; KCNQ2 inh = i

The listing continues.
smiles,Kir21 inh,KCNQ2 inh
O=C(CN1C(=O)CC(c2ccccc2)S(=O)(=O)c2ccccc21)N1CCCC1 (stereo not given),-1.35,i
CCOc1ccc(OCCCCN2CCCC2)cc1,0.95,i
Cc1csc(NC(=O)CSc2nncc(=O)n2N)n1,0.02,i
COc1ccc(S(=O)(=O)N2CCC(C(=O)N[C@@H](C)C(=O)NCc3ccccc3OC)CC2)cc1,-0.05,i
CCOc1ccc2nc(N3CCCC(C(=O)NCCCN4CCCCC4)C3)sc2c1 (stereo not given),0.26,i
CCN(CC)C(=O)CSc1nc(O)c(Cc2ccc(OC)cc2)c(=O)[nH]1,-0.88,i
O=C(CCc1nnc(Cc2cccc(C(F)(F)F)c2)o1)NCCc1ccccc1F,2.06,i
C/C(=N/O)c1ccccn1,-0.05,i
CCN(C(=O)COC(=O)C1CCN(S(=O)(=O)c2ccc(C)c(C)c2)CC1)C1CCS(=O)(=O)C1 (stereo not given),1.06,i
Cc1ccc(-c2nc(S(=O)(=O)c3ccc(C)cc3)c(N3CCOCC3)o2)cc1,-0.97,i
Nc1ccccc1SCC(O)Cn1ccc2ccccc21 (stereo not given),0.61,i
COc1ccc(N2CCN(C(=O)c3ccc(F)cc3)CC2)c([N+](=O)[O-])c1,-0.05,i
Cc1cc2c(sc3c(C)ccc(C)c32)c(C)n1,-0.49,i
CC1CCN(S(=O)(=O)c2ccc3c(c2)N(C)C(=O)CC(=O)N3C)CC1,2.03,i
Cc1nn(C)c(C)c1CNC(=O)Nc1cccc(Cl)c1C,-2.07,i
COc1cccc(CNC(=O)c2n[nH]c3ccccc23)c1,0.02,i
NC(=O)c1ccc(NC(=O)COC(=O)c2ccccc2Nc2ccccc2)cc1,0.75,i
CC(C)(C)NC(=O)NC(=O)COC(=O)C1CC(=O)N(Cc2ccccc2)C1 (stereo not given),1.56,i
CCN(CC)CCNC(=O)c1ccc(NC(=O)c2cccc(S(=O)(=O)Nc3ccc(C)cc3)c2)cc1,0.37,i
Cc1cc(NC(=O)/C=C/c2ccc(F)cc2)n(-c2nc3ccccc3[nH]2)n1,-0.72,i
CCOC(=O)C1=C(C)N(C)C(C)=C(C(=O)OCC)C1c1ccncc1,-1.55,i
N#Cc1ccc(Cl)cc1NC(=O)CSc1nc2nc(-c3cccs3)cc(C(F)(F)F)c2c(=O)[nH]1,-0.2,i
C[n+]1ccccc1/C=C/c1c(F)cccc1F,-0.52,i
O=C(NNC(=O)C1CCCN(S(=O)(=O)c2cccc(F)c2)C1)C1CC1 (stereo not given),-0.06,i
O=C(Nc1nc(-c2cc3ccccc3oc2=O)cs1)c1ccco1,2.53,i
CCc1cc(=O)oc2cc(OC3CCCCC3=O)ccc12 (stereo not given),0.84,i
CC(C)c1ccc(NC(=O)Cn2c(=O)oc3ccccc32)cc1,0.84,i
CCCC(=O)N(Cc1cc(=O)[nH]c2ccccc12)c1ccccc1C,0.01,i
Cn1c2ccccc2c2c(C(=O)NCCCN3CCCC3=O)cn(C3CCCCC3)c(=O)c21,-1.11,i
N#Cc1c(-c2cccnc2)c2c([nH]c1=S)CCCC2,-0.66,i

3 entries already listed, ordered by their value in Kir21 inh, low to high.
smiles,Kir21 inh,KCNQ2 inh
C[n+]1ccccc1/C=C/c1c(F)cccc1F,-0.52,i
CCOc1ccc(OCCCCN2CCCC2)cc1,0.95,i
CC1CCN(S(=O)(=O)c2ccc3c(c2)N(C)C(=O)CC(=O)N3C)CC1,2.03,i

The list continues:
Every second line gives: Kir21 inh, KCNQ2 inh
- CCN1CCN(CCNC(=O)c2ccc3c(c2)N(Cc2cccc(Cl)c2)C(=O)c2ccccc2S3=O)CC1 (stereo not given)
    -0.01, i
- O=C(O)CCCNc1ccc([N+](=O)[O-])c(NCCCC(=O)O)n1
    0.97, i
- CCn1c(CCNC(=O)c2ccc(OC)cc2)nnc1SCc1ccc(Cl)c(Cl)c1
    -6.45*, i
- O=C(CN1CCCc2ccccc21)NCc1ccccc1Cl
    0.01, i
- Cc1ccc(-n2c(C)cc(/C=N/NC(=O)CC3(C)OCCO3)c2C)c(C)c1
    -1.7, i
- Cc1ccc(NC(=O)C2CCN(S(=O)(=O)c3c(C)nn(C)c3C)CC2)c(Cl)c1
    -0.51, i
- CSCCC(NC(=O)c1ccco1)C(=O)Nc1ccc(C)cn1 (stereo not given)
    1.52, i
- CCOC(=O)c1cc(CC)sc1N1C(=O)CC(Sc2ccccc2C(=O)O)C1=O (stereo not given)
    0.78, i
- O=C(CSc1nnc2ccccn12)Nc1nsc(-c2ccccc2)n1
    -1.71, i
- Cc1cccc(NS(=O)(=O)c2nnc(NC(=O)c3ccccc3F)s2)c1
    -0.8, i
- CCOc1ccccc1/C=N\Nc1cnn(Cc2ccccc2)c(=O)c1Cl
    0.44, i
- COc1ccc(NC(=O)C(=O)NCCC2=CCCCC2)c(OC)c1
    -0.05, i
- Nc1nc(SCC(=O)Nc2ccccc2-c2ccccc2)n[nH]1
    -0.03, i
- C=CCSc1nnc(NC(=O)CSc2nc3ccccc3[nH]2)s1
    -1.27, i
- Cc1cccc(C(=O)Nc2cccc(C(=O)Nc3cc(C)ccn3)c2)c1
    -0.11, i
- Cc1ccc(C2CC(c3cccs3)=NN2C(=O)CSc2nc(=O)n3cc(C)ccc3n2)cc1 (stereo not given)
    -2.1, i
- O=C1CCC(C(=O)N2CCSCC2)CN1Cc1cccc(C(F)(F)F)c1 (stereo not given)
    0.3, i
- COc1cccc(-n2nnc3c(=O)n(Cc4ccccc4Cl)cnc32)c1
    0.02, i
- CSCCC(NS(=O)(=O)c1ccc(Cl)cc1)C(=O)OCc1cccc(Cl)c1 (stereo not given)
    -1.76, i
- Cc1c(C#N)c2ccccc2n1CCOc1ccccc1F
    -0.79, i
- CCOc1ccc(S(=O)(=O)N(C)c2ccc(OCC(=O)OCc3c(C)noc3C)cc2)cc1
    1.73, i
- Cc1ccc([N+](=O)[O-])cc1S(=O)(=O)NCc1cccnc1
    -1.79, i
- O=C(NC1CCCC1)C1CCC(CNS(=O)(=O)c2cccs2)CC1 (stereo not given)
    -0.09, i
- O=S(=O)(Nc1ccc(N2CCOCC2)cc1)c1ccccc1
    -1.23, i
- Cc1ccccc1N1CCN(Cc2c(C#N)c3ccccc3n2C)CC1
    0.87, i
- COc1cccc(NC(=O)CCNS(=O)(=O)c2cccc3nonc23)c1
    -1.34, i
- Cc1ccnc(SCCn2c(N3CCCCC3)nc3c2c(=O)n(C)c(=O)n3C)n1
    0.63, i
- OCCn1ccc(-c2ccccc2OCc2ccc(F)cc2)n1
    -1.33, i
- Cc1ccc(-c2ccc(S(=O)(=O)NCc3ccco3)cc2)cc1
    -0.07, i
- CSc1ccc(CN(C)C(=O)c2ccc(S(=O)(=O)Nc3ccccc3)cc2)cc1
    0.54, i
- O=C(COC(=O)c1ccccc1Nc1ccccc1)NCc1ccco1
    -0.95, i
- COC(=O)Cc1c[nH]c2ccc(OCC(O)CNC(C)C)cc12 (stereo not given)
    -0.48, i
- Cc1ccc(CCNC(=O)CCS(=O)(=O)c2ccc3nc(C)sc3c2)cc1
    -0.23, i
- O=C(Nc1nnc(CCc2ccccc2)s1)C1CCCO1 (stereo not given)
    0, i
- O=C(CSc1nnc(CNc2ccccc2)o1)N1CCCc2ccccc21
    -0.32, i
- O=C(Nc1cccc(Cl)c1N1CCOCC1)c1ccco1
    -0.71, i
- Oc1ccc(Br)cc1C1Nc2ccccc2S1 (stereo not given)
    0.7, i
- CNC(C)C#Cc1ccc2c(=O)c3cc(C)c(C)cc3oc2c1 (stereo not given)
    0.57, i
- Cc1ccc(SCCC(=O)OCC(=O)Nc2ncc(Cl)cc2Cl)cc1
    -0.72, i
- CCOc1cc(CNCc2cccnc2)ccc1OCC(=O)NC(C)(C)C
    0.75, i
- Nc1nc2c(F)c(F)c(F)cc2s1
    -1.47, i
- Cc1ccc(CN(C(=O)c2ccc(Cl)c([N+](=O)[O-])c2)C2CCS(=O)(=O)C2)o1 (stereo not given)
    -0.67, i
- COCC1=C(C(=O)OC)C(c2cccs2)n2ncnc2N1 (stereo not given)
    0.05, i
- CCOC(=O)C1CCN(C(=O)/C=C/c2ccccc2)CC1
    0.95, i
- CC(C)COc1ccc(C(=O)OC2CC(C)(C)OCC2CN(C)C)cc1 (stereo not given)
    -3.24, i
- COc1cccc(-c2csc(N3CCN(CC(=O)NNC(=O)c4ccco4)CC3)n2)c1
    0.02, i
- COC(=O)c1sccc1NC(=O)c1ccccc1F
    -0.05, i
- CCCc1nnc(NC(=S)Nc2ccccc2)s1
    -1.02, i
- COc1ccc(N(CCC#N)C(=O)/C(C#N)=C\c2cccs2)cc1
    -0.01, i
- COc1ccc(-c2nnc(SCc3nnc(-c4ccc(Cl)cc4)o3)n2-c2ccccc2)cc1
    0.63, i
- COc1cccc(NC(=O)Nc2ccc(CC(=O)O)cc2)c1
    -0.67, i
- Cc1cc(C(=O)Nc2nnc(-c3ccccc3)s2)no1
    -0.02, i
- Cc1cc(OC(=O)c2ccccc2Cl)c([N+](=O)[O-])c(=O)[nH]1
    1.36, i
- COc1ccc(C(=O)CN2C(=O)NC3(CCCc4ccccc43)C2=O)cc1OC (stereo not given)
    0.58, i
- COc1ccc(/C(C)=N\NC(=O)c2ccc(-c3ccccc3)cc2)c(F)c1
    -0.06, i
- O=C(c1ccco1)N1CCN(Cc2cc(=O)c(OCc3cccc(F)c3)co2)CC1
    1.37, i
- CC1SCC(=O)N(CC(=O)Nc2ccc3c(c2)OCCO3)C1=O (stereo not given)
    0.32, i
- CCC1S/C(=N/N=C/c2ccco2)N(Cc2ccccc2C)C1=O (stereo not given)
    0.34, i
- CCOc1ccc(NC(=O)CSc2n[nH]c(=O)n2-c2ccccc2)cc1
    -0.65, i
- N#Cc1ccsc1NC(=O)c1cnccn1
    -1.29, i

Next part
Every second line gives: Kir21 inh, KCNQ2 inh
- CSc1nnc(C)c(/C=C/Nc2ccc(Cl)cc2)n1
    -2.94, i
- O=C(Nc1cccc2ccccc12)NC1CCCCC1
    -0.05, i
- Cc1csc(NC(=O)CCC(=O)N(CC(=O)NC2CCCC2)c2ccccc2)n1
    -0.69, i
- Cn1c(SCC(=O)Nc2ccc(C(N)=O)cc2)nnc1-c1cccs1
    -0.03, i
- CCOC(=O)Cn1c(=O)c2c(nc(N3CCCCC3)n2C)n(C)c1=O
    1.22, i
- S=c1[nH]nc(COc2ccccc2)n1/N=C/c1ccccc1Cl
    -0.35, i
- COc1ccc(S(=O)(=O)N2CCN(CC(=O)Nc3cc(C(F)(F)F)ccc3Cl)CC2)cc1
    0.53, i
- CCOC(=O)c1sc(Nc2ccc(OCC)cc2)nc1C
    0, i
- Cc1ccc(C(=O)NCc2cccnc2)cc1S(=O)(=O)N1CCCCCC1
    -0.87, i
- COc1ccc2nc(-n3c(C)ccc3C)sc2c1
    2.8, i
- Cc1nonc1C(=O)N/N=C/c1ccc(O)cc1O
    1.25, i
- COCCCNC(=O)/C=C/c1ccc(Cl)cc1Cl
    2.17, i
- Cc1nnnn1CC(=O)Nc1ccccc1[N+](=O)[O-]
    1.14, i
- CN1/C(=C\C(=O)c2cccc(S(=O)(=O)N3CCCCC3)c2)C(C)(C)c2ccccc21
    -0.2, i
